# From PubChem BioAssay
# RGS4 act: RGS4 potentiation or activation; hit rate 0.92% among 310,000; B-score at 10 µM; HEK293 M3R/inducible RGS4, carbachol calcium flux Fluo4; active compounds read low;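 active means B-score of the integrated calcium signal more than 4 SD below the library mean, with starting fluorescence not abnormally high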;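 further: negative B-score means reduced calcium response which marks RGS4 activation or potentiation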
#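 Material: Inducible-RGS4 HEK293 cells carrying M3 receptor; also added: carbachol at ECmax as muscarinic agonist stimulus; incubation: compound preincubation 20 min at room temperature before agonist; signal: Fluo4-AM (2 µM) calcium-flux fluorescence, kinetic read; measure: integrated calcium ratio converted to B score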
# KCNQ1 block: inhibitors of human KCNQ1 potassium channel; CHO-K1 KCNQ1, FluxOR thallium flux fluorescence; active compounds read high; P51787; B-score at 10 µM; hit rate 1.3% among 310,000;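 active means compounds whose thallium flux B-score, printed positive for inhibition, exceeds three library SD while starting fluorescence stays within three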;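 further: channel opened by potassium depolarization with thallium stimulus after 20 min compound exposure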
# PolyA inh: blocks polyadenylation in yeast reporter cells; S. cerevisiae SKY197-pL101 polyadenylation reporter, beta-gal luminescence; efflux-impaired pdr1/pdr3 knockout yeast; score 100 = 6 SD above DMSO; calls only at 12 µM; hit rate 0.02% among 300,000; AID 1875;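 active means lowest replicate activity score at least 50, where 100 means six control SD above control mean; inconclusive means lowest score under 50 but half or more replicates reach 50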;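 further: yeast exposed to compound for 9 h at 30 °C; higher score means more reporter readthrough which indicates perturbed polyadenylation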
# hERG protect: compounds protecting human hERG from proarrhythmic drug block; CHO-hERG, FluxOR thallium flux, dofetilide IC70 present; activation (rescue from dofetilide block), less the hit threshold, % at 10 µM; hit rate 0.51% among 310,000;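 active means activation above the mean of controls blocked by dofetilide plus 5 SD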;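 further: thallium influx through hERG after potassium depolarization seen as dye fluorescence rise; in these data hits start at about 4.7%; inactives centre near -7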
# KCNK9 inh: inhibitors of human KCNK9 two-pore domain potassium channel | Q9NPC2 | HEK293 KCNK9, FluxOR thallium flux fluorescence; active compounds read low | B-score at 10 µM | hit rate 1.2% among 310,000;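 active means ratio B-score over 3 SD below the library mean, with starting fluorescence within 5 SD of its mean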;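 further: negative B-score means less thallium flux so channel inhibition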
# KCNK3 block: human KCNK3 channel inhibition, primary screen; CHO-KCNK3 thallium flux, FluxOR fluorescence; active compounds read low; O14649; B-score at 10 µM; hit rate 0.84% among 340,000;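 active means B-score under library mean minus 4 SD, starting fluorescence ratio at most library mean plus 5 SD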;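 further: more negative B-score means stronger inhibition of thallium flux through KCNK3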
# Target sequence (O14649 whole entry, looked up): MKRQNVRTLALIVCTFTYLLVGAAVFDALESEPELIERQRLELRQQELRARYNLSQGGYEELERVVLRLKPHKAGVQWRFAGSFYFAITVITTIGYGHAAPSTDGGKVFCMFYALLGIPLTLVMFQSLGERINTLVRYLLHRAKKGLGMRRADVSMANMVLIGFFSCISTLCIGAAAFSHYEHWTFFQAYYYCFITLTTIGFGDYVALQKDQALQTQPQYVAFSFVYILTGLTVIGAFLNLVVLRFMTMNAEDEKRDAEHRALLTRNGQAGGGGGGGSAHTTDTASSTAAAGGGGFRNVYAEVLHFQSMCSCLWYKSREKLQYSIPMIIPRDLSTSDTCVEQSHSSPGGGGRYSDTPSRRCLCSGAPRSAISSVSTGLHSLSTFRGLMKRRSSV
# DYRK1A inh: inhibitors of rat Dyrk1A kinase; ADP-Glo luminescence, NFATc1 peptide; inhibition, % at 12.5 µM; hit rate 0.43% among 310,000; AID 504441; in the data active means inhibition above about 50%;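 further: plate controls were vehicle with enzyme for no effect and no enzyme for full effect; many of its hits are not listed in these tables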
# KCNQ1 pot: potentiates or activates the human KCNQ1 potassium channel | CHO-K1 KCNQ1, thallium flux FluxOR fluorescence; active compounds read high | P51787 | B-score at 10 µM | hit rate 0.35% among 310,000;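 active means fluorescence ratio B-score, a plate-corrected score, at least three library SD, with initial intensity B-score within 5 SD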
#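 Assay system: CHO-K1 cells stably expressing KCNQ1. Medium: assay buffer for compound exposure, DMSO matched across wells. Timing: 37 °C overnight plating, 90-min dark dye load, 20-min compound pretreatment. Signal: kinetic FluxOR fluorescence, 10 s baseline plus 110 s post-stimulus.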
# HDAC3 inh: human HDAC3 inhibition | O15379 | recombinant HDAC3, fluorogenic peptide/trypsin coupled, fluorescence | inhibition, % at 8.3 µM | hit rate 0.15% among 320,000 | AID 2718; in the data active means inhibition above about 26%, passing the limit was not always enough; inconclusive means no clear call, values can overlap the other calls
# GSK3B inh: blocks human GSK3beta kinase activity; P49841; GST-GSK3beta kinase, ADP-Glo luminescence, 60 min; active compounds read low; activity score (negative = inhibition), % at 10 µM; hit rate 0.038% among 300,000; AID 2097;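 active means more than half of replicate wells score below -50%, meaning over 50% inhibition versus plate controls; inconclusive means some replicates but at most half score below -50%; inactive means no replicate scores below -50%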;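 further: 0% = median DMSO wells and -100% = median GW8510 positive control wells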
# Target sequence (P49841 whole entry, looked up): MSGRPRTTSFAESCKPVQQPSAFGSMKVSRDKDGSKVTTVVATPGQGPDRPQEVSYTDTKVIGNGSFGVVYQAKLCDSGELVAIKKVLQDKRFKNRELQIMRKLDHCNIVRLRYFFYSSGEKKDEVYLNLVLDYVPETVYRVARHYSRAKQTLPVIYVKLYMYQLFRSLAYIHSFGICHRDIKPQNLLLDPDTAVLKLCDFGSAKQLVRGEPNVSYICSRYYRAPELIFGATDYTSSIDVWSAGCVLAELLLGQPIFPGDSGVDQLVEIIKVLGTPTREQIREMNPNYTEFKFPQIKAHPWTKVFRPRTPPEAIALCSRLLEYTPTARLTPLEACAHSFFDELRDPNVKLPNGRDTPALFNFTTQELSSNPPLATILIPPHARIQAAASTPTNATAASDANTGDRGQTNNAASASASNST
#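 test system = GST-tagged human GSK3beta kinase, cell-free | reagent = 25 µM ATP with peptide substrate | dosing = one dose of 10 µM per compound | schedule = 60 min reaction, RT | detection = luminescent ADP-Glo measurement of ADP formed | control set = DMSO neutral wells and GW8510 at 20 µM as positive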
# GSK3 alpha inh: human GSK-3 alpha kinase inhibition; inhibition, % at 10 µM; hit rate 0.1% among 320,000; ADP-Glo luminescence, 60 min; AID 2650;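 in the data active means inhibition above about 50%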;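 further: GST-tagged GSK-3 alpha with peptide substrate and 25 µM ATP; 0% = DMSO neutral wells and 100% = GW8510 positive control wells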
# Active calls of the source: *; i = inactive; u = inconclusive; x = no result given. An excerpt; rates above refer to the full screens.
no. | mol | PolyA inh | KCNK3 block | GSK3 alpha inh | KCNQ1 pot | HDAC3 inh | RGS4 act
1 | C[C@]12C(=O)N(c3ccc(Cl)cc3)C(=O)N1[C@@H]1c3ccccc3OC[C@@H]1[C@H]2c1ccccc1 | i | i | -3 | i | u | i
2 | CCCCCCOC(=O)C(C#N)c1nc2ccccc2nc1N1CCN(CC)CC1 (centres undefined) | i | i | 1 | i | 7 | i
3 | Cc1cccc(Nc2nnc(SC/C(O)=C(\C#N)c3nc4ccccc4[nH]3)s2)c1C | i | i | 2 | i | 0 | i
4 | CCCN1C2CCCC1CC(NC(=O)c1ccccc1OC)C2 (centres undefined) | i | i | -16 | i | 2 | i
5 | COc1ccc(C(C)=O)cc1COC(=O)CCNS(=O)(=O)c1ccc(C(C)=O)cc1 | i | i | 3 | i | -17 | i
6 | COc1ccccc1-c1cc(-c2cc(Cl)ccc2O)n[nH]1 | i | i | 4 | i | -5 | i
7 | COC(=O)c1cccc(-c2ccc(C(c3c(C)[nH][nH]c3=O)c3c(C)[nH][nH]c3=O)o2)c1 | i | i | -2 | i | 0 | i
8 | CCc1nnc(NS(=O)(=O)c2ccc(NC(=S)NC(=O)/C=C/c3ccccc3)cc2)s1 | i | i | -1 | i | 11 | i

no. | DYRK1A inh | GSK3B inh | hERG protect | KCNK9 inh | KCNQ1 block
1 | 2 | -1 | -7 | i | i
2 | 3 | 0 | -28 | i | 7*
3 | -5 | -6 | -12 | i | i
4 | -3 | -4 | -5 | i | 8*
5 | 1 | 5 | -11 | i | i
6 | 4 | 2 | -10 | i | i
7 | 16 | -5 | -15 | i | i
8 | 4 | 4 | -6 | i | i

# Next section; the last 3 above are carried over.
no. | mol | PolyA inh | KCNK3 block | GSK3 alpha inh | KCNQ1 pot | HDAC3 inh | RGS4 act
6 | COc1ccccc1-c1cc(-c2cc(Cl)ccc2O)n[nH]1 | i | i | 4 | i | -5 | i
7 | COC(=O)c1cccc(-c2ccc(C(c3c(C)[nH][nH]c3=O)c3c(C)[nH][nH]c3=O)o2)c1 | i | i | -2 | i | 0 | i
8 | CCc1nnc(NS(=O)(=O)c2ccc(NC(=S)NC(=O)/C=C/c3ccccc3)cc2)s1 | i | i | -1 | i | 11 | i
9 | Cc1ccc(S(=O)(=O)NCC(C)NS(C)(=O)=O)cc1 (centres undefined) | i | i | 0 | i | 4 | i
10 | CC(=O)n1nc(-c2ccc(Cl)cc2)nc1NCc1ccco1 | i | i | -2 | i | 3 | i
11 | Cc1ccc(/C=C/c2nc3ccccc3s2)s1 | i | i | -1 | i | 5 | i
12 | CC(C)C[C@@H](CO)N1CCN(CCCc2ccccc2)CCC1=O | i | i | 1 | i | -3 | i
13 | O=C(CN1C(=O)c2ccccc2S1(=O)=O)N1CCOCC1 | i | i | -2 | i | -2 | i
14 | O=C1C(Cc2cccc([N+](=O)[O-])c2)S/C(=N/N=C/c2ccco2)N1c1ccccc1 (centres undefined) | i | i | 0 | i | -5 | i
15 | O=c1c2c3c(sc2nc2n1CCCCC2)CCCC3 | i | i | 1 | i | 2 | i
16 | Cc1cc(C)n(C(=O)CNC(=O)Cc2ccccc2)n1 | i | i | -2 | i | -2 | i

no. | DYRK1A inh | GSK3B inh | hERG protect | KCNK9 inh | KCNQ1 block
6 | 4 | 2 | -10 | i | i
7 | 16 | -5 | -15 | i | i
8 | 4 | 4 | -6 | i | i
9 | 0 | 1 | -9 | i | i
10 | -3 | x | -6 | i | i
11 | 2 | -1 | -2 | i | i
12 | -3 | -4 | -8 | i | i
13 | 5 | 4 | -8 | i | i
14 | -6 | 2 | 1 | i | i
15 | 2 | 3 | -18 | i | i
16 | -6 | 0 | 3 | i | i

# 2 compounds drawn at random from those above:
no. | mol | PolyA inh | KCNK3 block | GSK3 alpha inh | KCNQ1 pot | HDAC3 inh | RGS4 act
11 | Cc1ccc(/C=C/c2nc3ccccc3s2)s1 | i | i | -1 | i | 5 | i
12 | CC(C)C[C@@H](CO)N1CCN(CCCc2ccccc2)CCC1=O | i | i | 1 | i | -3 | i

no. | DYRK1A inh | GSK3B inh | hERG protect | KCNK9 inh | KCNQ1 block
11 | 2 | -1 | -2 | i | i
12 | -3 | -4 | -8 | i | i

# By substructure, the compounds so far containing a cyano group.
no. | mol | PolyA inh | KCNK3 block | GSK3 alpha inh | KCNQ1 pot | HDAC3 inh | RGS4 act
2 | CCCCCCOC(=O)C(C#N)c1nc2ccccc2nc1N1CCN(CC)CC1 (centres undefined) | i | i | 1 | i | 7 | i
3 | Cc1cccc(Nc2nnc(SC/C(O)=C(\C#N)c3nc4ccccc4[nH]3)s2)c1C | i | i | 2 | i | 0 | i

no. | DYRK1A inh | GSK3B inh | hERG protect | KCNK9 inh | KCNQ1 block
2 | 3 | 0 | -28 | i | 7*
3 | -5 | -6 | -12 | i | i

# Next structures follow.
no. | mol | PolyA inh | KCNK3 block | GSK3 alpha inh | KCNQ1 pot | HDAC3 inh | RGS4 act
17 | COc1ccc(-n2cnc3cc(C(=O)NC4CCCC4)ccc32)cc1 | i | i | x | i | 3 | i
18 | Cc1ccsc1C(=O)N1CCCC(CCC(=O)NCc2ccc(F)c(F)c2)C1 (centres undefined) | i | i | -1 | i | 2 | i
19 | COc1cccc(CNC(=O)c2n[nH]c3ccccc23)c1 | i | i | x | i | -1 | i
20 | Cc1ccccc1C(=O)N1CCc2ccccc2C1 | i | i | -5 | i | 2 | i
21 | CCC(C)NC(=O)C1c2ccccc2C(=O)N1Cc1ccccc1 (centres undefined) | i | i | -3 | i | 0 | i

no. | DYRK1A inh | GSK3B inh | hERG protect | KCNK9 inh | KCNQ1 block
17 | 18 | 2 | -2 | i | i
18 | -8 | 2 | -11 | i | i
19 | 25 | 0 | -12 | i | i
20 | x | -1 | -3 | i | i
21 | 5 | -3 | -10 | i | i

# Compound profiles, from the list above. Values in the order: PolyA inh | KCNK3 block | GSK3 alpha inh | KCNQ1 pot | HDAC3 inh | RGS4 act | DYRK1A inh | GSK3B inh | hERG protect | KCNK9 inh | KCNQ1 block
# COc1cccc(CNC(=O)c2n[nH]c3ccccc23)c1 across the screens: i | i | x | i | -1 | i | 25 | 0 | -12 | i | i
# CCC(C)NC(=O)C1c2ccccc2C(=O)N1Cc1ccccc1 (centres undefined) across the screens: i | i | -3 | i | 0 | i | 5 | -3 | -10 | i | i
